Screening results from PubChem BioAssay.
MPTP block: permeability transition pore inhibition; 360,000 compounds, 1.4% hits; inhibition, % at 10 µM; isolated mouse mitochondria, Ca2+ swelling absorbance, 30 min;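 active means inhibition of 50% or more, scaled per plate between neutral and stimulator controls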;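 further: 0% = DMSO wells given calcium and 100% = 1 mM EGTA wells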
GRIN3A LBD mod: modulates the human NR3A ligand-binding domain; NR3A LBD differential scanning fluorimetry, Tm shift; 0% = protein alone, 100% = glycine-bound protein; Tm shift relative to glycine control, % at 25 µM; 340,000 compounds, 2.5% hits; AID 1259313;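 active means melting temperature shift of at least 10% of the positive control shift, at one fixed dose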
mIAP block: mouse IAP inhibition | purified mouse IAP, CDP-Star luminescence, 30 min | AID 2806 | 330,000 compounds, 0.2% hits | inhibition, % at 10 µM;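 active means inhibition of at least 40% at 10 µM in the primary screen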;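 further: plate controls were DMSO with enzyme for no effect and no enzyme wells for full effect; values of inactives mirror those of a sister screen read the other way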
hIAP inh: human IAP inhibition | 330,000 compounds, 0.12% hits | P09923 | purified IAP, CDP-Star luminescence, 30 min | inhibition, % at 10 µM;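 active means inhibition reaching a set limit with compound at 10 µM in the primary screen, cut at about 35% in these data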;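 further: plate controls were DMSO wells with enzyme for no effect and no-enzyme buffer wells for full effect; values of inactives mirror those of a sister screen read the other way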
hIAP activ: human IAP activation; AID 2524; purified human IAP, CDP-Star luminescence, 30 min; active compounds read high; 1 = vehicle-only enzyme, 0 = enzyme-free background; P09923; 330,000 compounds, 0.16% hits; activation factor at 10 µM;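 active means activation factor of the enzyme at least 2-fold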; further: the source names both 10 and 20 µM as test concentration; values of inactives mirror those of a sister screen read the other way
A3A deaminase: blocks human APOBEC3A ssDNA deamination; recombinant A3A, FAM/TAMRA ssDNA deamination fluorescence; AID 493011; P31941; inhibition, % at 20 µM; 330,000 compounds, 0.41% hits;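 active means at least 40% inhibition at 20 µM here, with at most 30% in a related deaminase screen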;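 further: plate controls were A3A with DMSO for no effect and wells lacking A3A enzyme for full effect; some results filed as inactive read as strong as hits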
Target sequence (P31941 whole entry, looked up): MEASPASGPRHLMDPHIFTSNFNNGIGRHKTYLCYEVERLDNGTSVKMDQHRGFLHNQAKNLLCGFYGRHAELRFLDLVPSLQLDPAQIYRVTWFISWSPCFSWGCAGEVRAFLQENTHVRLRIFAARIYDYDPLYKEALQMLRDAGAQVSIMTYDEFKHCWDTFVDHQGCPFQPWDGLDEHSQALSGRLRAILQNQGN
mIAP act: increases mouse intestinal alkaline phosphatase activity. 330,000 compounds, 0.24% hits. AID 2805. muIAP, CDP-Star luminescence, 30 min; active compounds read high; 1 = vehicle-only enzyme signal, 0 = enzyme-free wells. activation factor at 10 µM;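 active means activation factor of at least 2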; further: the source names both 10 and 20 µM as test concentration; values of inactives mirror those of a sister screen read the other way
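Assay system: mouse IAP enzyme; reagent: chemiluminescent substrate CDP-Star; dosing: test compounds delivered from DMSO solution; schedule: 30 min at room temperature; measured by: luminescence from enzymatic CDP-Star hydrolysis; controls: DMSO-only wells and no-enzyme negative control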
APOBEC3G inh: blocks human APOBEC3G single-stranded DNA deamination. Q9HC16. recombinant A3G, ssDNA deamination FAM/TAMRA fluorescence. inhibition, % at 20 µM. 330,000 compounds, 0.28% hits. AID 493012;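 active means inhibition of at least 40% at 20 µM, with no more than 30% in the related APOBEC3A deaminase screen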;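 further: plate controls were DMSO wells with A3G for no effect and wells lacking A3G enzyme for full effect; some compounds called inactive have numbers as strong as hits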
Target sequence (Q9HC16 whole entry, looked up): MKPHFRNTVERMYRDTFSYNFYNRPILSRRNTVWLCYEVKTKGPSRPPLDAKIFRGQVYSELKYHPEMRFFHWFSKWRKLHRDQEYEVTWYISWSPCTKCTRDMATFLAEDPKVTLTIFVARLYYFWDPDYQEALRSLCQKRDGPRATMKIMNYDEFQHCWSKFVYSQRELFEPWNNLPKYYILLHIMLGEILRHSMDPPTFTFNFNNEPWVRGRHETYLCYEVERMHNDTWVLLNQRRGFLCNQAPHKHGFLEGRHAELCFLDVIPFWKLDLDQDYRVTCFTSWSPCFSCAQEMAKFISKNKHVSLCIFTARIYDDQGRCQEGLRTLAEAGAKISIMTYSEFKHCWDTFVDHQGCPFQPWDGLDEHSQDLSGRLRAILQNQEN
MIN6 prolif: MIN6 beta-cell proliferation induction; AID 2380; 330,000 compounds, 0.29% hits; MIN6 cells proliferation, ATPlite luminescence, 48 h; cells starved in 0.2% serum; 100% = growth in 10% serum; proliferation, % at 10 µM;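 active means compounds whose signal lies at least 3.5 SD above the mean of all wells on their plate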;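 further: 0% = DMSO-treated cells in low-serum medium and 100% = 10% serum control; some compounds called inactive have numbers as strong as hits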
* = called active by the depositor; / = not tested or not shown.

SMILES	MPTP block	GRIN3A LBD mod	mIAP block	hIAP inh	hIAP activ	A3A deaminase	mIAP act	APOBEC3G inh	MIN6 prolif
COc1ccc(/C=C2\SC(=O)N(CCNC(=O)C3=COCCO3)C2=O)cc1	-3.5	0	2	-6	1.1	-2	0.98	-8	-4
CC/C(=N\NC(=S)Nc1ccc(OC)cc1)c1ccc(OC(F)F)cc1	-6.0	-10	9	9	0.91	-2	0.91	-2	-2
O=C(Nc1cccc(S(=O)(=O)N2CCCCC2)c1)c1ccc2c(c1)OCO2	1.9	-22	-31	-13	1.1	-4	1.3	-6	-3
O=c1cc(NCc2ccco2)[nH]c(=O)n1-c1ccc(Br)cc1	0.9	-2	10	-3	1	8	0.9	1	-4
S=c1[nH]nc([C@@H]2C[C@H]2c2ccccc2)n1-c1ccccc1	2.4	-5	-5	9	0.91	-2	1	-3	0
CN(C)C1CCN(C(=O)c2cccc(OC3CCN(S(=O)(=O)N(C)C)CC3)c2)C1 (stereo unspecified)	1.0	3	2	9	0.91	2	0.97	2	-1
Cc1cc(S(=O)(=O)NC2CCCCC2)ccc1OCC(=O)NCC1CCCO1 (stereo unspecified)	-0.5	0	2	-2	1	1	0.98	-5	1
COC(=O)c1ccccc1NC(=O)CN1C(=O)c2ccccc2C1=O	3.3	0	-9	-6	1.1	-2	1.1	-1	-2
Cc1nnc(-c2cnn(C)c2N)n1Cc1ccc2c(c1)OCO2	0.1	-1	-5	2	0.98	-4	1	-6	-3
COCCNC(=O)C12CC3CC(C1)CC(c1ccccc1)(C3)C2	-0.2	-1	3	0	1	-2	0.97	-4	-2
CC1CCCC(C)N1CCCNC(=O)C1CCCN(c2ncnc3c2nc2n3CCCCC2)C1 (stereo unspecified)	0.3	-1	-5	-27	1.3	-3	1.1	-6	-1
COc1ccc(S(=O)(=O)N2CCN(C(=O)NCc3ccc(OC)c(OC)c3)CC2)cc1	-1.5	-1	6	10	0.9	0	0.94	-6	1
C[C@H](NC(=O)c1ccccc1Cl)C(=O)OCc1cn2cc(Cl)ccc2n1	-1.4	0	-7	-4	1	18	1.1	-2	-5
CC[C@@]12C(=O)N(c3cccc(C)c3)C(=O)N1[C@H](c1ccc(OC)cc1)[C@@H]1C(=O)N(C(C)(C)C)C(=O)[C@@H]12	-0.1	-2	2	1	0.99	-4	0.98	-15	-2
O=C(CCn1c(=S)oc2ccccc21)Nc1cc([N+](=O)[O-])ccc1F	4.0	-3	6	14	0.86	0	0.94	-4	-2
O=C(OCc1cc2ccccc2[nH]c1=O)c1ccncc1	-2.1	1	-10	-6	1.1	2	1.1	-4	-1
c1ccc2c(CCNc3ncnc4nc[nH]c34)c[nH]c2c1	0.9	2	0	-55	1.6	-4	1	-9	-3
COCCN1C2=C(C(=O)CC(C)(C)C2)C(c2ccc(OC)c(OC)c2)C2=C1CC(C)(C)CC2=O	0.8	-1	-2	-36	1.4	-7	1	-11	0
O=C(O)Cc1cn(Cc2cccc(Cl)c2)c2ccccc12	-1.9	-2	4	-10	1.1	-4	0.96	-7	-3
Cc1cccc(N2CCN(C(=O)c3cc(S(=O)(=O)N4CCOCC4)cn3C)CC2)c1C	-1.9	0	6	9	0.91	-2	0.94	0	2
CCCOC(=O)c1ccc(NC(=O)c2cc(=O)[nH]c3ccccc23)cc1	1.5	-2	-1	1	0.99	-2	1	-1	5
O=C(c1ccc2nccnc2c1)N1CCCC(N2CCN(c3ccc(F)cc3)CC2)C1 (stereo unspecified)	-2.2	0	0	15	0.85	-8	1	-5	4
Cc1[nH]c2ccccc2c1C(c1ccccn1)c1c(C)[nH]c2ccccc12	1.1	-9	4	-14	1.1	1	0.96	2	-2
Cc1cc(O)c(/C=N/Nc2ccc(Cl)cc2)c(=O)o1	-0.2	-7	-6	15	0.85	6	1.1	32	3
COc1ccc(NC(=O)CSc2nnnn2C)cc1	-1.4	1	-4	-10	1.1	5	1	1	2
CC(C)[C@H](NC(=O)[C@H](Cc1ccccc1)n1c(=O)[nH]c2ccccc2c1=O)C(=O)N[C@@H](Cc1ccccc1)C(=O)O	-2.1	0	-2	6	0.94	4	1	17	-4
CNC(=O)c1ccsc1NC(=O)c1ccc(Cl)s1	-0.4	-5	10	12	0.88	-4	0.9	-8	3
Cc1cccc(NC(=O)c2cc(NC(=O)C3CCCCC3C(=O)O)ccc2N2CCCCC2)c1 (stereo unspecified)	1.0	0	14	7	0.93	-2	0.86	-3	-4
CSC1=C(C#N)C(c2ccc(C)cc2)C2=C(CCCC2=O)N1 (stereo unspecified)	-1.0	2	-3	-12	1.1	1	1	-5	-1
CCc1cccc(C)c1Nc1nc2ccccc2n2cnnc12	-1.0	1	4	-9	1.1	-3	0.96	-5	-1
Cc1ccc(/C=N/NC(=O)CSc2nc3ccccc3c(=O)n2-c2ccccc2C)s1	-19	4	19	15	0.85	0	0.81	2	0
Cc1ccnc(NC(=O)c2ccc(Cl)c([N+](=O)[O-])c2)c1	-2.6	-2	-2	-9	1.1	0	1	1	-3
CCC(NS(=O)(=O)c1ccc(C)cc1)C(=O)N1CCN(c2ccccn2)CC1 (stereo unspecified)	-1.7	2	10	-2	1	1	0.9	1	-3
CCN(CC)C1CCN(C(=O)CCc2nnc(CCCCc3ccccc3)o2)C1 (stereo unspecified)	1.3	-1	4	5	0.95	-2	0.96	-6	-2
CCN(CC(=O)Nc1ccc2c(c1)OCCO2)Cc1cc(=O)n2ccsc2n1	1.5	-1	2	-8	1.1	5	0.98	-10	0
O=C(Nc1ccc(Cl)c(C(F)(F)F)c1)[C@@H]1CC=C[C@@H]2CCN(Cc3ccccc3)C(=O)[C@@H]21	3.1	-7	-100	11	0.89	1	2	4	-3
COC(=O)c1ccccc1C(=O)N1CCCC(CCC(=O)NCc2ccc(F)c(F)c2)C1 (stereo unspecified)	-0.5	0	-5	-6	1.1	1	1	-2	-2
CC(=O)N1CCc2cc(S(=O)(=O)NCCC(=O)NCCc3ccccc3)ccc21	0.6	0	-4	14	0.86	0	1	-3	-2
Cc1ccccc1C(=O)NC1CCN(CC(=O)NCc2ccc(F)cc2)CC1	-0.1	-1	10	-1	1	2	0.9	-5	7
Cn1c(SCC(=O)N2CCN(c3ccccc3)CC2)nnc1-c1ccco1	3.0	3	3	-4	1	-1	0.97	-4	4
CN(CCCNS(=O)(=O)c1cccc2cccnc12)Cc1ccccc1	-2.8	0	13	15	0.85	-2	0.87	-3	2
COc1ccc(/C=C/CN2CCC(n3nccc3NC(=O)C3CC3)CC2)cc1	-2.6	2	-9	-7	1.1	-7	1.1	-9	1
O=C(O)CN(c1ccc2c(c1)OCCO2)S(=O)(=O)c1ccccc1	-3.1	-1	-11	-31	1.3	-4	1.1	-10	-2
COc1cccc(/C=C/C(=O)Nc2ccc3[nH]c(=O)[nH]c3c2)c1	0.7	-2	8	6	0.94	3	0.92	0	1
O=C(NCCN1CCOCC1)c1cc(Sc2ccc(F)cc2F)nc2ccccc12	0.3	-9	4	12	0.89	2	0.96	-5	-1
Cc1ccc(/C=C(\C#N)C(=O)Nc2ccccn2)o1	0.6	-2	-10	-2	1	-2	1.1	-9	-2
CC(C)Cc1nc2n[nH]c(N)c2c2c1CCC2	0.1	2	-2	-2	1	3	1	1	0.0*
CCOc1ccc(N(C(C)C(=O)NCc2ccco2)S(C)(=O)=O)cc1 (stereo unspecified)	0.9	1	2	7	0.93	-3	0.98	-6	1
COc1ccc(-c2c(C(F)(F)F)oc3c(CN4CCN(C)CC4)c(O)ccc3c2=O)cc1	0.5	0	-1	-32	1.3	0	1	1	-3
C/C(=N\NC(=O)c1ccc(NS(=O)(=O)c2cccs2)cc1)c1ccc(O)cc1O	2.9	2	8	-38	1.4	5	0.92	2	-3
CC(=O)c1c(C)[nH]c(C(=O)NC2=NCCS2)c1C	-0.6	1	1	3	0.97	4	0.99	0	-5
CC(NC(=O)c1c(F)cccc1Cl)c1ccc(-n2ccnc2)cc1 (stereo unspecified)	-0.1	1	-4	-12	1.1	-4	1	-5	-1
OCC1(CCOc2ccccc2)CCN(Cc2cccn2-c2ncccn2)CC1	-0.7	0	-4	6	0.94	-5	1	-3	-1
O=C(C1CCN(S(=O)(=O)c2ccc(F)cc2)CC1)N1CCOCC1	0.0	4	2	8	0.92	-1	0.98	-4	-2
COc1cccc(-n2c(SCC(=O)Nc3nc4ccccc4s3)nc3ccccc3c2=O)c1	/	0	6	18	0.82	-1	0.94	-7	-3
O=C(CNC(=O)c1ccc(-c2ccccc2)cc1)OCc1c(Cl)cccc1Cl	1.2	2	3	-1	1	1	0.97	1	0
N#Cc1ccc(C(=O)Nn2cnnc2)cc1	-0.2	0	-4	-4	1	-4	1	-8	8.2*
CC(OC(=O)C1CSC2(C)CCC(=O)N12)C(=O)Nc1ccc(F)cc1 (stereo unspecified)	0.2	-1	-9	-20	1.2	4	1.1	-4	0
O=C(O)CCC(=O)NNC(=O)COc1ccc(Cl)cc1Cl	-1.8	-6	7	-10	1.1	0	0.93	-8	-3
COc1cc(NCCCCCCCN)c2ncccc2c1	-4.9	2	17	-10	1.1	-5	0.83	-7	-6
COc1ccc(NC2=C(C(C)=O)C(c3ccc4c(c3)OCO4)C(C(C)=O)C(C)(O)C2)cc1 (stereo unspecified)	1.6	-7	11	-22	1.2	4	0.89	5	-3

Sorted by count of non-hydrogen atoms (largest number first): some entries from above
SMILES	MPTP block	GRIN3A LBD mod	mIAP block	hIAP inh	hIAP activ	A3A deaminase	mIAP act	APOBEC3G inh	MIN6 prolif
COc1cccc(-n2c(SCC(=O)Nc3nc4ccccc4s3)nc3ccccc3c2=O)c1	/	0	6	18	0.82	-1	0.94	-7	-3
COc1ccc(NC2=C(C(C)=O)C(c3ccc4c(c3)OCO4)C(C(C)=O)C(C)(O)C2)cc1 (stereo unspecified)	1.6	-7	11	-22	1.2	4	0.89	5	-3
OCC1(CCOc2ccccc2)CCN(Cc2cccn2-c2ncccn2)CC1	-0.7	0	-4	6	0.94	-5	1	-3	-1
O=C(CNC(=O)c1ccc(-c2ccccc2)cc1)OCc1c(Cl)cccc1Cl	1.2	2	3	-1	1	1	0.97	1	0
CC(OC(=O)C1CSC2(C)CCC(=O)N12)C(=O)Nc1ccc(F)cc1 (stereo unspecified)	0.2	-1	-9	-20	1.2	4	1.1	-4	0
CC(NC(=O)c1c(F)cccc1Cl)c1ccc(-n2ccnc2)cc1 (stereo unspecified)	-0.1	1	-4	-12	1.1	-4	1	-5	-1
O=C(O)CCC(=O)NNC(=O)COc1ccc(Cl)cc1Cl	-1.8	-6	7	-10	1.1	0	0.93	-8	-3
Cc1ccc(/C=C(\C#N)C(=O)Nc2ccccn2)o1	0.6	-2	-10	-2	1	-2	1.1	-9	-2
CC(=O)c1c(C)[nH]c(C(=O)NC2=NCCS2)c1C	-0.6	1	1	3	0.97	4	0.99	0	-5
CC(C)Cc1nc2n[nH]c(N)c2c2c1CCC2	0.1	2	-2	-2	1	3	1	1	0.0*
N#Cc1ccc(C(=O)Nn2cnnc2)cc1	-0.2	0	-4	-4	1	-4	1	-8	8.2*
